Screening data: PubChem, Southern Research Specialized Biocontainment Screening Center
Salmonella PhoP GFP = PhoP regulon inhibitors, Salmonella typhi PhoP promoter GFP reporter, confirmatory (AID 1850); Salmonella Typhi PhoP-promoter GFP reporter, fluorescence, 4 h; higher % means a stronger effect; one-dose inhibition, % at 50 µM; IC50 in µM for titrated hits; 310,000 tested, 0.33% active; in the data active = a potency from the dose series; inconclusive = inhibition mostly from about 25% at the one dose, without a potency; inactive = the rest, 99 in 100 with inhibition below about 19%;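 note: 0% = induced wells with vehicle and 100% = uninduced wells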
M. tuberculosis HTS = M. tuberculosis growth inhibition, HTS (AID 449762); M. tuberculosis H37Rv growth inhibition, 7H9 media; higher % means a stronger effect; one-dose inhibition, % at 25 µM; IC50 in µM for titrated hits; 330,000 tested, 0.59% active; in the data active = a potency from the dose series; inconclusive = inhibition above about 70% without an active follow-up result;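 note: bacterial growth assessed after seven days of incubation; strong numbers were not always called active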
inhibitors of VEEV = inhibitors of VEEV TC-83 cytopathic effect, confirmation, Vero cells (AID 588727); Vero cells, VEEV TC-83 cytopathic effect inhibition; higher % means a stronger effect; one-dose inhibition, % at 20 µM; IC50 in µM for titrated hits; 350,000 tested, 0.13% active; in the data active = a potency from the dose series; inconclusive = inhibition mostly from about 14% at the one dose, without a potency; inactive = the rest, 99 in 100 with inhibition below about 12%; note: strong numbers were not always called active
tuberculosis growth = growth inhibition of non-replicating M. tuberculosis (AID 488890). Mycobacterium tuberculosis non-replicating, growth inhibition; higher % means a stronger effect. inhibition, % at 25 µM; hits with a dose series show IC50 in µM. 320,000 tested, 0.39% active; in the data active = a potency from the dose series; inconclusive = inhibition mostly from about 82% at the one dose, without a potency; inactive = the rest, 99 in 100 with inhibition below about 76%;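 note: plate controls were DMSO cells for no effect and high antibiotic wells for full effect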
H1N1 NS1A inhibition = H1N1 influenza NS1A inhibitors, functional cell based assay (AID 504329); NS1A functional cell-based assay, percent inhibition; higher % means a stronger effect; one-dose inhibition, % at 12.5 µM; IC50 in µM for titrated hits; 340,000 tested, 0.3% active; in the data active = a potency from the dose series; inconclusive = inhibition above about 27% without an active follow-up result; note: strong numbers were not always called active
inhibitors of VEEV 10K pilot screen = further read-out of inhibitors of VEEV, marked with its call; inhibition, %; measured here: 10K pilot screen inhibition
The depositor's hits bear a star; i = inactive; u = inconclusive; x = no result given; & = joins results of further samples.

SMILES	Salmonella PhoP GFP	M. tuberculosis HTS	inhibitors of VEEV	tuberculosis growth	H1N1 NS1A inhibition	others
Cc1c(C(=O)N2CCC3(CC2)OCCO3)sc2ncnc(N3CCc4ccccc4C3)c12	2%	-1%	6.0%	21%	14%
CCC(C)C(=O)Nc1ncc2c(n1)CC(c1cccs1)CC2=O (stereo unspecified)	-7%	-5%	1.8%	7%	-26%
COc1cc(CNc2ccc(CNc3ncn[nH]3)cc2)cc(Cl)c1OCc1ccccc1	-8%	0%	1.0%	-5%	4%
Cc1cccc(C)c1NC(=O)CNC(=O)CCNC(=O)c1ccco1	x	-4%	0.5%	-29%	-17%
COCCOC(=O)C1=C(C)Nc2nc(C)nn2C1c1ccc(F)cc1 (stereo unspecified)	-22%	-10%	6.2%&1.5%	u	3%&-4%
O=C(CC1SC(=Nc2ccccc2)N(CCc2ccccn2)C1=O)Nc1ccc(F)cc1 (stereo unspecified)	0%	14%	6.3%	-1%	1%
Cc1cc([N+](=O)[O-])nn1CC(=O)Nc1c(C)n(C)n(-c2ccccc2)c1=O	-3%	-11%	0.6%	-19%	0%
O=C(CSc1ccccc1)NCc1ccccn1	14%	-7%	0.6%	-12%	11%
CC(=O)Nc1ccc(S(=O)(=O)c2ccc(N)cc2)cc1N	-8%	-8%	2.3%	20%	-3%
O=CN1CCCN(C(=O)CC2C(=O)NCCN2Cc2cccc(Oc3ccccc3)c2)CC1 (stereo unspecified)	-6%	-2%	0.7%	14%	4%
Cc1cc(OC(=O)c2cc(F)c(F)cc2Cl)nc(C)n1	3%	6%	1.0%	-5%	-5%
O=C(Cn1cnc2ccccc21)NCc1ccccc1	-1%	-1%	0.1%	6%	-6%
CC(NC(=O)c1cc(-c2cccnc2)nc2ccc(Br)cc12)C1CCCO1 (stereo unspecified)	0%	3%	7.6%	8%	-3%
O=S(=O)(c1ccc(F)cc1)N1CCN=C1SCc1cccc(F)c1	1%	11%	7.0%	27%	22%
CCOC(=O)COc1ccccc1/C=C1\NC(=O)NC1=O	10%	-3%	1.0%	0%	0%
Nc1ccc(Nc2ccccc2)c(Cl)c1	-12%	u	0.6%	61%	11%
O=C(COC(=O)C1CCN(S(=O)(=O)c2cccs2)CC1)Nc1ccccc1Br	3%	16%	0.6%	27%	-14%
COc1ccc(Br)cc1/C=N/n1nnnc1N	-3%	-6%	1.9%	5%	-2%
O=C(CSc1nnc(C2COc3ccccc3O2)o1)N1CCCc2ccccc21 (stereo unspecified)	0%	1%	7.4%	79%	0%
COc1ccccc1C1=NOC(COc2ccc3c(C)cc(=O)oc3c2)C1 (stereo unspecified)	-5%	13%	8.6%	13%	x
CC1CCN(c2ccc3nnc(CCC(=O)Nc4cccc(F)c4)n3n2)CC1	4%	3%	6.5%	21%	-5%
O=C(NCCC1=CCCCC1)C(c1ccccc1)c1ccccc1	3%	3%	i	13%	4%
CCC(C)(C)NC(=O)CN(C(=O)c1snc(C(N)=O)c1N)c1ccc2nc(C)sc2c1	-6%	-3%	1.7%	-22%	-7%
COc1ccccc1CN1C(=O)[C@@H]2Cc3c([nH]c4ccccc34)C(C)(C)N2C1=O	-27%	-2%	0.3%	16%	2%	inhibitors of VEEV 10K pilot screen=1.0
CN1OC[C@@H]2CN(C(=O)C(C)(C)C)[C@H](c3cccc(-c4ccccc4)c3)C[C@@H]21	x	x	i	x	-24%
CC(=O)N1CCc2cc(S(=O)(=O)CCC(=O)NCCc3ccccc3)ccc21	3%	-1%	i	-9%	6%
Cc1cc(C)n(C(=O)c2ccc([N+](=O)[O-])cc2N)n1	2%	-4%	0.1%	-6%	-13%
c1ccc(CNc2nc3ccccc3[nH]2)cc1	-3%	-4%	0.8%	47%	-5%
O=C(C1CCN(S(=O)(=O)c2cccc3nsnc23)CC1)N1CCn2c1nc1ccccc12	6%	1%	7.5%	7%	2%
CNC(=O)C12CC3CC(C1)CC(c1ccc(C)cc1)(C3)C2	-2%	5%	0.4%	14%	-4%
COc1ccc(N(CC(=O)NC2CC3CCC2C3)S(=O)(=O)c2ccccc2)cc1Cl (stereo unspecified)	-4%	2%	4.3%	19%	-1%
COc1cc2[nH]c3c(c2cc1OC)CCN1CCCC[C@@H]31	6%	-1%	0.7%	6%	6%
CCOC(=O)CSc1nc2cc(C(=O)OC)ccc2c(=O)n1CCN1CCOCC1	-8%	-9%	0.1%	u	1%
Clc1cccc(C2=NOC(c3nnc(-c4ccccc4)o3)C2)c1 (stereo unspecified)	-2%	-2%	3.4%	67%	-3%
Cc1ccc(/C=N/NC(=O)CNC(=O)COc2ccccc2)cc1	-5%	5%	1.2%	2%	-10%
CC1CCN(CC(=O)Nc2ccc3c(c2)OCO3)CC1	x	x	0.9%	x	-13%
Oc1cccc(/C=N/N=C/c2cccc(O)c2O)c1O	22%	7%	i	-19%	-27%
CC(Sc1nc(N)cc(=O)[nH]1)C(=O)Nc1sc2c(c1C#N)CCCC2 (stereo unspecified)	-7%	8%	i	20%	10%
CCCCNc1nc(Cl)nc(Nc2ccc(C)cc2)n1	2%	2%	1.8%	-6%	x
COc1cc(C(=S)N2CCOCC2)ccc1OC(=O)c1ccc([N+](=O)[O-])cc1[N+](=O)[O-]	4%	6%	i	25%	-28%
COCCCNC(=O)/C=C/c1ccc(OCc2c(F)cccc2Cl)cc1	-3%	27%	2.3%	50%	-7%
CS(=O)(=O)N(CC(=O)NCCSCc1ccccc1)c1ccccc1Cl	-8%	-4%	i	4%	2%
COc1ccc(C2(C(F)(F)F)NC(=O)N(C)C(=O)N2C)cc1 (stereo unspecified)	-14%	-9%	0.3%	-5%	-8%
O=S(=O)(Nc1ncnc2sccc12)c1cccc(F)c1	x	-2%	2.4%	8%	-2%
O=C(Nc1cc(N2CCOCC2)ncn1)c1ccccc1	6%	-3%	8.1%	-6%	-12%
Cc1oc2c(C)c3oc(=O)c(CCC(=O)N4CCC(C(=O)NCCC(=O)O)(c5ccccc5)CC4)c(C)c3cc2c1C	12%	-4%	2.3%	2%	-1%
O=C(Nc1cc(Cl)ccc1N1CCOCC1)c1ccc(Br)o1	0%	1%	0.6%	-4%	-8%
COCC(=O)N1CCC2CC1c1cc(Cl)ccc12 (stereo unspecified)	x	x	i	x	-31%
CN(C)/C=C/c1onc(-c2ccccc2Cl)c1C#N	-8%	2%	2.4%	21%	2%
Cc1ccc(S(=O)(=O)n2cccc2CO)cc1	-40%	1%	3.1%	-1%	6%
O=C1/C(=C\c2ccccn2)SC(=S)N1Nc1ncc(C(F)(F)F)cc1Cl	-7%	10%	i	8%	12%	inhibitors of VEEV 10K pilot screen=2.4
C=CCn1c(SCC(=O)N2CCCC2=O)nc2sc(CC)cc2c1=O	x	-4%	0.8%	-1%	-6%
COc1ccc(/C(N)=N/O)c(OC)c1	9%	0%	1.8%	-1%	0%
O=C1[C@H]2[C@@H](C(=O)N1c1cccc3ccccc13)C1(C(=O)c3ccccc3C1=O)N1CCC[C@@H]21	0%	-6%	3.0%	-12%	0%
O=C(O)c1ccc(N2CCCS2(=O)=O)cc1	-24%	-8%	0.9%	2%	-11%
Cc1cccc(N(C(=O)CCC(=O)Nc2cc(C)on2)C(C(=O)NC2CCCC2)c2cccnc2)c1 (stereo unspecified)	1%	-12%	i	4%	3%
FC(F)(F)c1ccc2c(c1)C1C=CCC1C(c1ccncc1)N2 (stereo unspecified)	x	x	3.4%	x	-1%
O=C(Nc1cccc(-c2csc(-c3ccccc3)n2)c1)c1cccs1	0%	-3%	6.3%	24%	-2%
O=C(c1ccccc1)c1cccc(NC(=O)c2ccc(Br)o2)c1	-3%	-13%	5.5%	54%	-1%
O=C(N/N=C1/CC2C=CCC12)c1ccco1 (stereo unspecified)	13%	1%	0.5%	42%	-5%

Not a retest: seven of the compounds above.
SMILES	Salmonella PhoP GFP	M. tuberculosis HTS	inhibitors of VEEV	tuberculosis growth	H1N1 NS1A inhibition	others
COCCCNC(=O)/C=C/c1ccc(OCc2c(F)cccc2Cl)cc1	-3%	27%	2.3%	50%	-7%
CS(=O)(=O)N(CC(=O)NCCSCc1ccccc1)c1ccccc1Cl	-8%	-4%	i	4%	2%
COc1ccc(C2(C(F)(F)F)NC(=O)N(C)C(=O)N2C)cc1 (stereo unspecified)	-14%	-9%	0.3%	-5%	-8%
O=S(=O)(Nc1ncnc2sccc12)c1cccc(F)c1	x	-2%	2.4%	8%	-2%
O=C(Nc1cc(N2CCOCC2)ncn1)c1ccccc1	6%	-3%	8.1%	-6%	-12%
Cc1oc2c(C)c3oc(=O)c(CCC(=O)N4CCC(C(=O)NCCC(=O)O)(c5ccccc5)CC4)c(C)c3cc2c1C	12%	-4%	2.3%	2%	-1%
O=C(Nc1cc(Cl)ccc1N1CCOCC1)c1ccc(Br)o1	0%	1%	0.6%	-4%	-8%

Continuation.
SMILES	Salmonella PhoP GFP	M. tuberculosis HTS	inhibitors of VEEV	tuberculosis growth	H1N1 NS1A inhibition	others
COC(=O)c1c(NC(=O)CN2C(=O)NC3(CCC(C)CC3)C2=O)sc2c1CCC2 (stereo unspecified)	x	-1%	i	-18%	6%
Clc1cc(-c2ccc(/C=N/n3cnnc3)o2)ccc1Br	-9%	63%	0.2%	8%	5%
Cc1cc(C)cc(C(=O)OCC(=O)NCCNC(=O)COC(=O)c2cc(C)cc(C)c2)c1	-12%	1%	1.6%	0%	-10%
CCc1noc(C)c1C(=O)Nc1ccc(C#N)cc1	3%	-6%	1.2%	-18%	4%
O=C(NC(=S)NCCN1CCOCC1)c1ccccc1	-9%	2%	0.3%	-15%	3%
COc1ccc(OCC(=O)Nc2ccccc2N2CCCCC2)cc1	2%	53%	5.0%	17%	0%
CCOc1ccc(NC(=O)c2ccccc2O)cc1	-6%	4%	0.1%	-7%	13%
CCOc1ccccc1N1CCN(C(=O)NCc2ccc(Cl)cc2)CC1	-19%	34%	1.7%	-4%	-21%
O=C(Cc1ccccc1)Nc1nnc(-c2cccs2)s1	-19%	-1%	0.6%	x	19%
Cc1ccc(C(=O)N/N=C2\SCC(=O)N2c2cc(C)ccc2C)cc1	-1%	-2%	10.0%	u	-15%
CC(C)(C)c1ccccc1O	x	3%	0.0%	-7%	-21%
COc1ccc(NC(=S)N/C(=N/S(=O)(=O)c2ccc(C)cc2)c2ccccc2)cc1	12%	-4%	10%	64%	-6%
COc1ccc(C(=O)NCCCOC(=O)c2ccc(OC)cc2)cc1	-7%	-6%	4.8%	29%	0%
COCCn1c(N)c(N(Cc2ccccc2)C(=O)CN2C(=O)NC(C)(c3ccccc3)C2=O)c(=O)[nH]c1=O (stereo unspecified)	-11%	-2%	1.6%	-6%	-9%
CC1CCC2(CC1)Nc1ccccc1C(=O)N2c1ccccc1 (stereo unspecified)	-7%	-2%	1.8%	5%	4%
COc1ccc(CCNC(=O)CCc2ccccc2)cc1OC	3%	7%	i	2%	x
Cc1cc(OCC(O)CN2CCc3ccccc3C2)ccc1Cl (stereo unspecified)	-2%	4%	0.9%	73%	-1%
COc1ccc(C(=O)C(C)OC(=O)c2cccc(S(=O)(=O)Nc3cc(Cl)c(OC)cc3OC)c2)cc1 (stereo unspecified)	-6%	7%	i	2%	2%
COc1ccc(O)c(/C=c2/sc3nc4cc(C)c(C)cc4n3c2=O)c1	x	x	7.5%	x	-6%
CCCC[C@@H]1C[C@H]1[C@@H](NC(=O)c1cccs1)c1ccc(Cl)cc1	-7%	8%	x	31%	x
Cc1onc(-c2c(F)cccc2Cl)c1C(=O)N1CCc2ccccc2C1	-1%	-7%	3.8%	22%	3%
COc1ccc2cc(S(=O)(=O)N3CCCCCC3)ccc2c1	-4%	u	1.8%	8%	0%
CCCn1cc(NC(=O)c2cc3n(n2)C(C(F)(F)F)CC(c2ccccc2)N3)cn1 (stereo unspecified)	7%	-1%	3.3%	3%	19%
Cn1cc(C(=O)N2CCOCC2)c2ccccc21	-6%	7%	1.5%	-15%	-6%
Cc1ccc(CN(C)C(=O)c2cc(COc3ccc(F)cc3Cl)on2)o1	6%	26%	1.0%	64%	-8%
Cc1ccc(-c2csc(NC(=O)Cn3[nH]c(=O)c4ccccc4c3=O)n2)cc1	-10%	6%	0.3%	9%	-1%
Cc1onc(-c2ccccc2)c1C(=O)NC(=S)NNC(=O)c1ccc(O)cc1	-7%	27%	12%	18%	22%
C=C(C)CN1CC[C@]23c4c5ccc(O)c4O[C@H]2c2[nH]c4ccccc4c2C[C@@]3(O)C1C5	5%	u	x	13%	x

No enrichment for hits (roughly 1.6% active in at least one column).
